# GLS inhibitor: inhibitors of human glutaminase (GLS); O94925; GLS enzymatic activity, qHTS titration; Potency, µM (series often up to 45.5 µM), for inactives: top-dose activity change, negative = inhibition, hits mostly inhibitors; 410,000 tested, 0.21% active; AID 624170; note: % is set by controls: 0 for no effect and ±100 for the full control effect
# Target sequence (O94925 whole entry, looked up): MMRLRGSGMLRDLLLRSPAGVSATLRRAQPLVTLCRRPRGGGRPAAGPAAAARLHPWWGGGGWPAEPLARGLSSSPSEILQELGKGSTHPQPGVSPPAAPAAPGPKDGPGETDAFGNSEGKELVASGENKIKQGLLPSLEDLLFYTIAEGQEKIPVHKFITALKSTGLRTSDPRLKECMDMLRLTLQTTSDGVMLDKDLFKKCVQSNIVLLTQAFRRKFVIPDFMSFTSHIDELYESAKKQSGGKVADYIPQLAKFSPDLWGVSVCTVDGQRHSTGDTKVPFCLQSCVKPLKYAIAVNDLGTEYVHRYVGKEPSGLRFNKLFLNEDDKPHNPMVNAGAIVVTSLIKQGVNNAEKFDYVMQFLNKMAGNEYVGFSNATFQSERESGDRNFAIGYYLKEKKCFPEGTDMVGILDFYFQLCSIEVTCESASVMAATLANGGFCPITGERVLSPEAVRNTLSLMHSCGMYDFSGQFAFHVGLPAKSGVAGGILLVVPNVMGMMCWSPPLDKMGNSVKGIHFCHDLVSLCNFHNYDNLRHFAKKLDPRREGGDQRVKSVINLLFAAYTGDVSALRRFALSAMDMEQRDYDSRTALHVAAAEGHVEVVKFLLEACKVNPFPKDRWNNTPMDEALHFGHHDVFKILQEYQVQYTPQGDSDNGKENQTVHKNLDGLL
#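 Read-out is an Amplex red fluorescence increase coupled through glutamate oxidase and HRP, measured before and after 30 min room-temperature incubation. hKGA is in 45 mM KH2PO4 (pH 8.2) with 0.02% Tween-20; glutamine added as 1mM solution.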
# PGK inhibitor: blocks T. brucei phosphoglycerate kinase. PGK/GAPDH coupled, Kinase-Glo luminescence, 60 min. Potency, µM (highest dose often 57.5 µM), for inactives: at the top dose activity change, negative = inhibition, most hits filed as inhibitors. 380,000 tested, 0.043% active; note: % is set by controls: 0 for no effect and ±100 for the full control effect; nearly all actives have a fitted effect of over 60% in size
# Target sequence (P07378 whole entry, looked up): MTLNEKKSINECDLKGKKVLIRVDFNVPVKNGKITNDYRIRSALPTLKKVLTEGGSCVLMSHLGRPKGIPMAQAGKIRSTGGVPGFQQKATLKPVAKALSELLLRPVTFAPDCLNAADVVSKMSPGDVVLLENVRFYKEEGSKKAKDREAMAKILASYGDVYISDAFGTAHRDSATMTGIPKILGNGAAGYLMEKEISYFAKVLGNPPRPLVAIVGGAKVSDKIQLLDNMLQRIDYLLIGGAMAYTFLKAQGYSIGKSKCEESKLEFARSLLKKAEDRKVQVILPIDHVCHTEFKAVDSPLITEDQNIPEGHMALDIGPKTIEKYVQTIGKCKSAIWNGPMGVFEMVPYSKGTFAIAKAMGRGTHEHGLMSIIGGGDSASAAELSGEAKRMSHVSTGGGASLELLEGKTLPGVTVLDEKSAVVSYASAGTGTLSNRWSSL
#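 Luminescent ATP detection (Kinase-Glo Plus) follows a 60-minute room-temperature incubation, with wells lacking PGK as controls. Buffer: 100 mM TEA (pH 7.6), 5 mM MgCl2, 0.01% Tween-20. Coupling enzyme GAPDH (100 nM final) supplies unstable 1,3-BPG in-well.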
# JMJD2A Tudor inh: blocks the human JMJD2A Tudor domain; 390,000 tested, 4.4% active; AlphaScreen JMJD2A-Tudor / H3K4me3 peptide binding; AID 504339; Potency, µM (highest dose often 114 µM), for the others: at the top dose activity change, negative = inhibition, usual class: inhibitors; O75164; note: % is set by controls: 0 for no effect and ±100 for the full control effect; nearly all actives have a fitted effect of over 50% in size
# Pin1 inh: human Pin1 inhibition. 390,000 tested, 0.009% active. Potency, µM (series often up to 115 µM), without a hit: at the highest dose activity, negative = inhibition, actives largely listed as inhibitors. AID 504891. Pin1 FP peptide displacement, HiFluor488, 10 min; active = well fitted inhibition curve with a large enough effect in the polarisation, with a control signal flat, not every such curve was filed as active; inconclusive = small, poorly fitted or top-dose-only effect, or effect the other way, or a change in a side signal; inactive = no such curve, though single readings can be large or run the other way; the % refers to the polarisation; note: % is set by controls: 0 for no effect and ±100 for the full control effect
# HP1b binding inh: blocks HP1-beta chromodomain binding to methylated histone tails | AID 540317 | Potency, µM (titrated, usually from 114 µM), without a hit: top-dose activity change, negative = inhibition, most hits filed as inhibitors | 390,000 tested, 0.56% active | AlphaScreen HP1-beta / biotin-H3K9me3 peptide binding; note: nearly all actives have a fitted effect of over 70% in size; inactives centre near 23
#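 HP1-beta protein (50 nM final) preincubated 30 min at room temperature with biotinylated H3(1-18)K9me3 peptide (50 nM) in PBS pH 7.4, 0.01% Tween-20, then compound added for 30 min. AlphaScreen streptavidin donor/nickel chelate acceptor beads (10 ug/mL final), 30 min dark, luminescence read.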
# POLI inh: inhibitors of human DNA polymerase iota. Potency, µM (doses to about 115 µM), inactives show at the highest dose activity, negative = inhibition, hits mostly inhibitors. 390,000 tested, 1% active. AID 588590. Q9UNA4. Pol iota fluorescent replication assay, 10 min
#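 Fluorescent replication assay read twice, at 0 min and 10 min after adding 50 nM (final) substrate. Enzyme (10 nM) and compounds were first incubated 15 min at room temperature; enzyme-free buffer wells were negative controls.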
# BAZ2B block: BAZ2B (human) inhibition. AlphaScreen BAZ2B-H3K14Ac peptide displacement. 360,000 tested, 4.4% active. AID 504333. Potency, µM (top dose mostly 114 µM), inactives show top-dose activity change, negative = inhibition, most hits filed as inhibitors. Q9UIF8; note: % is set by controls: 0 for no effect and ±100 for the full control effect; nearly all actives have a fitted effect of over 60% in size
#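 AlphaScreen displacement: compounds (up to 110uM) incubated 30 min at room temperature with a preformed 50 nM BAZ2B/50 nM biotinylated H3K14Ac peptide complex in PBS pH 7.4 with Tween-20. Donor and acceptor beads at 10 ug/mL final added, 20 min light-protected before reading.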
# BLM inh: inhibitors of human Bloom syndrome helicase BLM. P54132. recombinant BLM DNA unwinding, fluorescence dequenching. Potency, µM (highest dose often 56.1 µM), without a hit: top-dose activity change, negative = inhibition, actives largely listed as inhibitors. 350,000 tested, 0.2% active;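 note: plate controls were vehicle for no effect and no enzyme for full effect; nearly all actives have a fitted effect of over 35% in size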
# G9a inh: inhibitors of human histone lysine methyltransferase G9a. G9a H3K9 monomethylation, AlphaScreen, 2 h. Potency, µM (series often up to 102 µM), for the others: at the highest dose activity, negative = inhibition, usual class: inhibitors. 350,000 tested, 8.8% active; note: % is set by controls: 0 for no effect and ±100 for the full control effect; nearly all actives have a fitted effect of over 75% in size
#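 Signal arises when biotinylated H3K9 peptide, once monomethylated, bridges streptavidin donor and antibody-captured acceptor beads. Enzyme at 20 nM was preincubated 15 min with test compounds; peptide 500 nM and SAM 20 uM then reacted for 2 h.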
# Numbers without * were called inactive; i = inactive; ? = inconclusive; . = no result given; & = joins results of further samples; [ ] = another dose, or the depositor's remark. Unless noted, calls come from the whole dose curve; as a rule, active = well fitted curve in the direction sought with a large enough effect; inconclusive = small, poorly fitted or top-dose-only effect, or another doubt; inactive = no such curve, though single readings can be large; an effect the other way counts as inactive or inconclusive. Potency is the fitted concentration of half-maximal effect.
POLI inh	GLS inhibitor	HP1b binding inh	BLM inh	PGK inhibitor	BAZ2B block	JMJD2A Tudor inh	G9a inh	Pin1 inh	Compound
4%	2%	41%[activator]	4%	-1%	-5%	0%	-1%[12.7 µM]	0%	CCc1cc2c(NCCC(=O)O)ncnc2s1
-10%	-8%	-1%	-1%	0%	4%	-5%[11.4 µM]	-45%	-2%	O=C(COc1ccc(Cl)cc1)NCc1nnc(SCC(=O)NC2CCCCC2)o1
9%	20%	171%[activator]	-12%	-12%	80%[activator]	127%[activator]	49%[59 µM]	0%	Cc1cc(Cl)ccc1OCCCC(=O)N1CCCc2ccccc21
10%	-3%	45%[activator]	-5%	4%	-18%	-23%	25%	26%	O=C(Nc1nc2ccccc2[nH]1)c1cc2ccccc2o1
-1%	-4%	20%	4%	-5%	10%	8%	16%[59 µM]	-3%	COc1ccc2c(c1)C(C)=CC(C)(C)N2C(=O)CN1C(=O)CCC1=O
13%	-1%	7%	-2%	i	14%	-8%	7.9µM*	-4%	Cn1c(Cc2ccccc2)nnc1SCCC(=O)Nc1ccccc1
-5%	5%	21%	-2%	-1%	4%	-7%	0%	-1%	NC(=O)C1CCN(C(=O)COc2cccc3cccnc23)CC1
15%	5%	11%	1%	0%	3%	-9%	-6%[59 µM]	1%	Cc1ccc(C)c(N2CCN(C(=O)c3csc(C)c3C)CC2)c1
174%[activator]	0%	29%	.	-5%	.	3%	.	1%	Cc1nc2nc(-c3cccs3)[nH]c2cc1Br
8%	-9%	12%	.	5%	?	-30%	1%[12.7 µM]	0%	NC(=O)C1CCN(c2nc(-c3ccccc3F)cs2)CC1
16%	3%	17%	.	-11%	-1%	-12%	?	-4%	CCCCn1c(N)c(N(CC)C(=O)C2=COCCO2)c(=O)[nH]c1=O
20%	1%	49%[activator]	-1%	i	3%	-1%	-1%	-11%	C/C(=N\OC(=O)c1ccc(Cl)cc1)c1sc(-c2ccccc2)nc1C
11%	-8%	20%	2%	0%	-2%	-9%	-2%[12.7 µM]	-5%	Cc1[nH]nc2c1C1(CCN(C(=O)c3ccccc3)CC1)C(C#N)=C(N)O2
32%[activator]	1%	17%	.	7%	12%	-7%	?	0%	CCCCn1c(N)c(N(CC(C)C)C(=O)c2ccc(N3C(=O)CCC3=O)cc2)c(=O)[nH]c1=O
4%	0%	14%	-7%	-1%	-10%	-27%	.	?	COc1ccc(C(C)=O)cc1CSc1nnc(-c2ccc(Cl)cc2)n1-c1ccccc1

# A different layout for some results above.
# Screens in order: POLI inh	GLS inhibitor	HP1b binding inh	BLM inh	PGK inhibitor	BAZ2B block	JMJD2A Tudor inh	G9a inh	Pin1 inh
Cn1c(Cc2ccccc2)nnc1SCCC(=O)Nc1ccccc1
  13%	-1%	7%	-2%	i	14%	-8%	7.9µM*	-4%
NC(=O)C1CCN(C(=O)COc2cccc3cccnc23)CC1
  -5%	5%	21%	-2%	-1%	4%	-7%	0%	-1%
Cc1ccc(C)c(N2CCN(C(=O)c3csc(C)c3C)CC2)c1
  15%	5%	11%	1%	0%	3%	-9%	-6%[59 µM]	1%

# Returning to the listing, repeating the 4 entries before the break.
POLI inh	GLS inhibitor	HP1b binding inh	BLM inh	PGK inhibitor	BAZ2B block	JMJD2A Tudor inh	G9a inh	Pin1 inh	Compound
20%	1%	49%[activator]	-1%	i	3%	-1%	-1%	-11%	C/C(=N\OC(=O)c1ccc(Cl)cc1)c1sc(-c2ccccc2)nc1C
11%	-8%	20%	2%	0%	-2%	-9%	-2%[12.7 µM]	-5%	Cc1[nH]nc2c1C1(CCN(C(=O)c3ccccc3)CC1)C(C#N)=C(N)O2
32%[activator]	1%	17%	.	7%	12%	-7%	?	0%	CCCCn1c(N)c(N(CC(C)C)C(=O)c2ccc(N3C(=O)CCC3=O)cc2)c(=O)[nH]c1=O
4%	0%	14%	-7%	-1%	-10%	-27%	.	?	COc1ccc(C(C)=O)cc1CSc1nnc(-c2ccc(Cl)cc2)n1-c1ccccc1
-5%	3%	16%	.	5%	3%	?	24%[2.33 µM]	1%	Cc1ccc(C(=O)c2c3ccc(C(F)(F)F)cc3nn2CCC(N)=O)cc1
?	-3%	67%[activator]	-7%	-4%	5%	14%	?	28%	CCSc1oc(-c2ccccc2)nc1S(=O)(=O)c1ccccc1
-4%	5%	23%	-1%	-2%	0%	-3%	18%[59 µM]	-5%	COc1ccc(C(=O)Nc2cc3c(cc2Cl)OCCCO3)cc1
?	1%	32%	-3%	3%	-10%	-19%	.	1%	O=C(CNS(=O)(=O)c1cccc2nsnc12)NCCc1ccccc1
3%	-11%	9%	-1%	-5%	4%	-7%	-4%[59 µM]	-1%	CC1=C(C(=O)NCc2ccccc2C)C2(CCCCC2)OC1=O
3%	0%	20%[57 µM]	-7%	7%	2%	-6%	-2%[59 µM]	?	COc1ccc(-c2nn3c(=O)cc(CN4CCN(C(=O)/C=C/c5ccccc5)CC4)nc3s2)cc1
-3%&-7%	-10%&-17%	15%[57 µM]	-5%&-4%	-4%&11%	?	-2%	-4%	-1%&1%	Cc1nn(-c2ccc(N3CCCCC3)nn2)c(C)c1CCC(=O)Nc1cccc(F)c1
2%	13%	17%	.	0%	.	-4%	.	2%	Nc1nc(N)nc(-c2cccc(Br)c2)n1
20%	0%	12%	-4%	-3%	4%	-18%	-4%[12.7 µM]	11%	CC(C)(C)c1ccc(C(=O)Nc2nonc2-c2nc3ccccc3[nH]2)cc1
-1%	1%	35%	2%	1%	-22%	-21%	8%[12.7 µM]	?	O=C(Nc1ccccc1)C1=C[C@@H](C2CCCCC2)C[C@@H](OCc2ccc(CO)cc2)O1
39%[activator]	5%	33%	6%	i	2%	-19%	-3%[59 µM]	-1%	COc1ccc(/C=C/C(=O)Nc2cccc(C(C)=O)c2)cc1
9%	2%	?	-11%	1%	40µM*	10µM*	32µM*	7%	O=[N+]([O-])c1cc(S(=O)(=O)Nc2ccccc2)ccc1N1CCN(c2ccccc2)CC1
84%[activator]	1%	-4%	0%	7%	?	-18%[57.1 µM]	?	8%	Cn1ccnc1SCC(=O)c1ccc2ccccc2c1
5%	0%	24%[57 µM]	-6%	-13%	3%	4%	7%[59 µM]	-7%	COc1cccc(NC(=O)C(=O)NCC(c2ccc3c(c2)OCO3)N2CCN(C)CC2)c1 (stereo unspecified)
-2%	6%	29%	-1%	i	-4%	-1%	17%[59 µM]	-9%	COc1ccc(-c2nnc(SCC(=O)N3CCCc4ccccc43)o2)cc1OC

# The listing continues.
POLI inh	GLS inhibitor	HP1b binding inh	BLM inh	PGK inhibitor	BAZ2B block	JMJD2A Tudor inh	G9a inh	Pin1 inh	Compound
12%	3%	28%	0%	-9%	-29%	-25%[11.4 µM]	?	-2%	Cc1cc(C(=O)OCC(=O)N(C)C2CCS(=O)(=O)C2)c(C)n1-c1ccccc1 (stereo unspecified)
6%	22%	26%	1%	-1%	-8%	-3%	-5%[2.33 µM]	-4%	O=C1CC(Nc2ccccc2)C(=O)N1c1ccc(N2CCOCC2)cc1 (stereo unspecified)
6%	2%	13%	-2%	11%	6%	-13%	28%[12.7 µM]	0%	Cc1cn(C)c(=O)n(C)c1=O
12%	-4%	15%	0%	-3%	-5%	-5%	?	7%	COc1ccc(-c2nc(C(F)(F)F)c(OC)o2)cc1OC
7%	8%	16%	-2%	i	6%	-13%	-2%	-3%	Cc1ccc(NC(=O)c2cc3ccccc3o2)cc1S(=O)(=O)N(C)C
-16%	4%	58%[activator]	-3%	-4%[11.5 µM]	8%	2%	13%[59 µM]	8%	Cc1ccc(C(=O)Nc2nc(COc3ccccc3)cs2)s1
-9%	0%	5%	2%	i	-11%	-21%	-2%[59 µM]	-4%	COc1ccc(OCC(=O)N(Cc2cccc(OC)c2)C2CCS(=O)(=O)C2)cc1 (stereo unspecified)
-17%	-2%	21%	-2%	-10%	-1%	-4%	-32%	0%	CCCCCn1c(CNC(=O)CCC)nc2ccccc21
6%	0%	16%	-12%	8%	?	-22%	2%[59 µM]	3%	CC1(C(=O)Nc2ncc(Cc3ccc(Br)cc3)s2)Cc2ccccc2C(=O)O1 (stereo unspecified)
26%	0%	26%	.	-3%	13%	0%	?	-7%	N#CC1(NC(=O)COc2cc(F)ccc2[N+](=O)[O-])CCCCC1
28µM*	18%	-68%	1%	-16%	?	20µM*	14µM*	28%	O=C(/C=C/c1ccc(O)cc1)c1ccc(NC2=C(N3CCCCC3)C(=O)c3ccccc3C2=O)cc1
139%[activator]	-3%	-1%	-5%	-1%	-16%	?	18%	1%	CC1CCN(C(=O)CSc2nnc3c(n2)[nH]c2ccccc23)CC1
6%	5%	27%	2%	-1%	-28%	-18%	-17%	8%	O=c1n(Cc2ccccc2Cl)c2sc3c(c2c2ncnn12)CCCC3
110%[activator]	0%	-2%	-3%	i	1%	-10%	?	12%	Cc1c(Cl)cccc1NC(=O)c1cc(-c2ccco2)on1
129%[activator]	7.9µM*	1%	-3%	-7%	?	-33%	56µM*	8%	COc1cc(/C=N/NC(=O)NC23CC4CC(CC(C4)C2)C3)ccc1O
-6%[58.9 µM]	-3%	6%	-21%	-2%	29%	-17%	?	?	CC(C)NC(=O)CC(c1ccccc1)c1cc(Br)ccc1O (stereo unspecified)
19%	-5%	44%[activator]	-5%	-4%	1%	-12%	24%[59 µM]	-2%	CC1(C)CC(=O)c2cc(C(=O)Nc3ccc(Cl)cc3)c(=O)[nH]c2C1

# Marked active in BAZ2B block (from the list above):
POLI inh	GLS inhibitor	HP1b binding inh	BLM inh	PGK inhibitor	BAZ2B block	JMJD2A Tudor inh	G9a inh	Pin1 inh	Compound
9%	2%	?	-11%	1%	40µM*	10µM*	32µM*	7%	O=[N+]([O-])c1cc(S(=O)(=O)Nc2ccccc2)ccc1N1CCN(c2ccccc2)CC1

# High-throughput results from PubChem BioAssay.

# Not all compounds are listed (hit frequency here may not be typical).
